Compound activity deposited in PubChem BioAssay by National Center for Advancing Translational Sciences (NCATS).
USP1-UAF1 inh = Inhibitors of USP1/UAF1: Primary Screen | 390,000 compounds, 0.23% hits | Ubiquitin carboxyl-terminal hydrolase 1 (Homo sapiens), O94782 | Potency, µM (top dose mostly 57.1 µM), without a hit: top-dose activity change, negative = inhibition, actives largely listed as inhibitors | AID 743255, 2014 | recombinant USP1/UAF1, Ub-Rhodamine cleavage fluorescence; note: potency is the fitted concentration of half-maximal effect; % is set by controls: 0 for no effect and ±100 for the full control effect; nearly all actives have a fitted effect of over 60% in size; inactives centre near -12
Target sequence (O94782 whole entry, looked up): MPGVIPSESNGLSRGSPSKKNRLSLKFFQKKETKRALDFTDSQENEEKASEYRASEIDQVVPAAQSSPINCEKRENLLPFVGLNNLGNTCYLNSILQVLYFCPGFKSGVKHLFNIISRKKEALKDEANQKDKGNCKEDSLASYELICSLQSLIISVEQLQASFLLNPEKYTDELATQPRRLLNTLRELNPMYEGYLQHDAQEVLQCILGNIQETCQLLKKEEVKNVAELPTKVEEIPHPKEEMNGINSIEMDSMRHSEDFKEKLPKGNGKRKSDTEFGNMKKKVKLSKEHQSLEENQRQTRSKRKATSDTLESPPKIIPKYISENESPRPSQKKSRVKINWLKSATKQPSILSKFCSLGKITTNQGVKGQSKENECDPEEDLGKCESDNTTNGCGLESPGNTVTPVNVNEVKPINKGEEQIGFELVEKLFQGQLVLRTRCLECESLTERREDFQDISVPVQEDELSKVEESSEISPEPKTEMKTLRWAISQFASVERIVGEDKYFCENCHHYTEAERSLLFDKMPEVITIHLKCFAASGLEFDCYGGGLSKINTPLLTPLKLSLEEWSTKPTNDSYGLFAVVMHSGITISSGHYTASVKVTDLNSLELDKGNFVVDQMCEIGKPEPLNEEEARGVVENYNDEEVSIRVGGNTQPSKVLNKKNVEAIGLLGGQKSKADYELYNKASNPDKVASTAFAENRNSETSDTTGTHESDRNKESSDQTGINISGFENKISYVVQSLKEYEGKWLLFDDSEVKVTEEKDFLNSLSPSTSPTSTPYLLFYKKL
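In this screen, compounds sit with the deubiquitinase complex (1nM) for 15 min at room temperature before Ub-Rho is added at 150nM final. Fluorescence rise is then followed for 6 reads every 60 seconds.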
Vif-APOBEC3G blk = qHTS for Inhibitors of Vif-A3G Interactions: qHTS; Potency, µM (highest dose often 46.1 µM), for inactives: at the highest dose activity, negative = active, most hits filed as inhibitors; AID 602310, 2012; HeLa A3G-eYFP + Vif (tagged APOBEC3G with the HIV-1 protein that degrades it), YFP fluorescence, overnight; 410,000 compounds, 0.076% hits;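 note: potency is the fitted concentration of half-maximal effect; % is set by controls: 0 for no effect and ±100 for the full control effect; nearly all actives have a fitted effect of over 60% in size; hits raise eYFP signal because A3G escapes Vif-driven loss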
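HeLa cells stably expressing Vif and C-terminally eYFP-tagged A3G, seeded overnight at 37 deg C, then exposed to compound by pintool overnight at 37 deg C. Rise in yellow fluorescence (Ex 488/Em 500-530, Acumen) marks blocked Vif-driven A3G degradation.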
TrxR1 substrate = qHTS Assay for Substrates of Mammalian Selenoprotein Thioredoxin Reductase 1 (TrxR1): qHTS; 390,000 compounds, 0.01% hits; Thioredoxin reductase 1, cytoplasmic (Rattus norvegicus), O89049; AID 588456, 2011; Potency, µM (highest dose often 114 µM), without a hit: at the top dose activity change, negative = substrate turnover; purified TrxR1 substrate turnover, NADPH consumption readout; note: potency is the fitted concentration of half-maximal effect; % is set by controls: 0 for no effect and ±100 for the full control effect; nearly all actives have a fitted effect of over 50% in size
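Rat TrxR1, dispensed at 90 nM, was prereduced with 400 uM NADPH (final) for 5 min at ~22 deg C, then incubated with compound 15 min before 400 uM selenite. A first-read NADPH fluorescence drop versus no-compound background flagged substrates.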
GRP78 ERSR act = qHTS for Inducers of the Endoplasmic Reticulum Stress Response (ERSR) in Human Glioma: qHTS | AID 602332, 2012 | 420,000 compounds, 0.02% hits | Potency, µM, for inactives: at the top dose activation, hits mostly activators | U87-MG GRP78 promoter luciferase reporter, 16 h; note: potency is the fitted concentration of half-maximal effect; series mostly up to about 76 µM; % of control where 0% means no effect; nearly all actives have a fitted effect of over 35% in size
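Stably transfected U87-MG human glioma cells carrying a GRP78-based luminescent sensor were seeded at 1000 cells/well, pin-dosed with compounds and incubated 16 h. Luciferase reagent was then added, and end-point luminescence was read after 10 min at room temperature.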
RXFP1 agonist = qHTS Assay for Agonists of the Relaxin Receptor RXFP1 | HEK293T-RXFP1 cAMP TR-FRET, 30 min; response scale: percent of porcine relaxin response, buffer zero | Potency, µM (top dose mostly 57.5 µM), without a hit: top-dose activation, usual class: activators | 370,000 compounds, 0.3% hits | AID 2676, 2010; note: potency is the fitted concentration of half-maximal effect; % is set by controls: 0 for no effect and ±100 for the full control effect; nearly all actives have a fitted effect of over 60% in size; many of its hits are not listed in these tables
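HEK293 cells stably expressing RXFP1, treated 30 min at 37C with compounds plus PDE4 inhibitor Ro 20174; cAMP measured by HTRF TR-FRET. Normalized to buffer and 29 nM porcine relaxin; EC50 by Hill fit.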
mIDH1 inhibitor = qHTS for Inhibitors of mutant isocitrate dehydrogenase 1 (IDH1): qHTS; Isocitrate dehydrogenase [NADP] cytoplasmic (Homo sapiens), O75874; IDH1-R132H enzyme, NADPH consumption, diaphorase/resazurin fluorescence; Potency, µM (highest dose often 76.6 µM), without a hit: top-dose activity change, negative = inhibition, actives largely listed as inhibitors; 390,000 compounds, 0.093% hits; AID 602179, 2012; note: potency is the fitted concentration of half-maximal effect; % is set by controls: 0 for no effect and ±100 for the full control effect; nearly all actives have a fitted effect of over 65% in size
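IDH1-R132H (0.5 ug/mL) preincubated 30 min with compound, then NADPH (0.016 mM) and alpha-KG (2 mM) added; 80 min at RT, pH 7.5. Remaining NADPH coupled via diaphorase/resazurin to fluorescence (540/590 nm); concentration-response curves normalized to no-enzyme control.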
PI4K2A inh = qHTS for small molecular inhibitors of PI4K2A; Phosphatidylinositol 4-kinase type 2-alpha (Homo sapiens), Q9BTU6; purified PI4K2A, ADP-Glo luminescence, 1 h; hits give low values; activity change, negative = inhibition, % at 76.9 µM; 420,000 compounds, 0.13% hits; in the data active = activity change below about -50%; inconclusive = mostly about -30% to -49%;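 note: -100% = wells without enzyme as full effect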
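Compounds are screened against recombinant PI4K2A using PI as substrate and ATP, the latter dispensed at 300 microM. Reactions run one hour at ambient temperature before ADP-Glo detection; full inhibition defined by wells lacking enzyme.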
LDHA inh = qHTS assay for inhibitors of human lactate dehydrogenase; L-lactate dehydrogenase A chain (Homo sapiens), P00338; purified LDHA, NADH/diaphorase-resazurin fluorescence; hits give low values; activity change, % (values are at about 110 or 230 µM); 480,000 compounds, 0.15% hits; in the data active = activity change below about -30%; inconclusive = mostly about -25% to -30%;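 note: plate controls were DMSO wells for no effect and wells without enzyme for full effect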
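Human LDH5 (2 nM) was incubated with 0.06 mM NADH and 0.2 mM pyruvate for 5 min at room temperature in Tris pH 7.4. Remaining NADH was coupled through diaphorase/resazurin, and resorufin fluorescence was read at 0 and 20 min.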
Vif-A3F inh = qHTS for Inhibitors of Vif-A3F Interactions: qHTS | HeLa A3F-eYFP + Vif (tagged APOBEC3F with the HIV-1 protein that degrades it), YFP fluorescence increase | Potency, µM (titrated, usually from 46.1 µM), inactives show at the top dose activity, negative = active | 390,000 compounds, 0.2% hits | AID 602313, 2012; note: potency is the fitted concentration of half-maximal effect; % of control where 0% means no effect; nearly all actives have a fitted effect of over 65% in size
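HeLa cells stably expressing Vif plus C-terminally eYFP-tagged A3F were seeded, incubated overnight at 37 deg C, dosed with compound, incubated overnight again at 37 deg C. Yellow fluorescence (Ex 488/Em 500-530) reported blocked Vif-mediated A3F-eYFP degradation.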
Numbers without * were called inactive; ? = inconclusive; / = no result given; [ ] = dose if it differs, or a comment. Unless noted, calls come from the whole dose curve; as a rule, active = well fitted curve in the direction sought with a large enough effect; inconclusive = small, poorly fitted or top-dose-only effect, or another doubt; inactive = no such curve, though single readings can be large; an effect the other way counts as inactive or inconclusive. These rows are one share of the data; rates above refer to the full screens.

SMILES	USP1-UAF1 inh	Vif-APOBEC3G blk	TrxR1 substrate	GRP78 ERSR act	RXFP1 agonist	mIDH1 inhibitor	PI4K2A inh	LDHA inh	Vif-A3F inh
O=C(O)c1ccc(N2C(=O)c3[nH]nc(-c4ccccc4)c3C2c2ccccc2)cc1 (stereo not drawn)	-12%	0%	8%	-4%	1.2%	-9%	0	-13	2%
Cc1cccc(-n2c(C)nc3cc(C(=O)NC4CCCCCC4)ccc32)c1	-24%	-2%	4%[57.1 µM]	0%	0.5%	-12%	-1	1	-3%
CCN1CCN(c2sc(S(C)(=O)=O)nc2S(=O)(=O)c2ccc(Cl)cc2)CC1	-25%	-5%	-1%	-8%	14%	10%	-2	1	2%
O=S(=O)(c1ccccc1)N1CCCC1c1nc2ccccc2s1 (stereo not drawn)	-9%	1%	-11%	-6%	1.9%	12%	3	-1	8%
COc1cc(C2C(C#N)=C(N)OC3=C2C(=O)CC(C)(C)C3)ccc1OCCN1CCOCC1 (stereo not drawn)	6%	0%	3%[11.4 µM]	-2%	1.6%	3%	2	-4	-13%
COc1cccc(N2C(=O)CSC23C(=O)N(CC(=O)Nc2cc(C)ccc2C)c2ccccc23)c1 (stereo not drawn)	-32%	0%	0%	-1%	1.0%	-5%	-23	-4	-7%
COc1cc2c(cc1OC)CN(CC(=O)NC(=O)NCc1ccco1)CC2	-17%	-3%	8%	-1%	-0.4%	13%	-4	0	-8%
O=C(NC1CCCC1)C(c1ccco1)N(C(=O)c1ccco1)c1ccccc1 (stereo not drawn)	-3%	0%	-5%	-1%	1.5%	?	0	-2	-15%
O=C1CCCC2=C1C(c1ccsc1)CC(=O)N2c1ccccc1F (stereo not drawn)	-5%	-5%	0%	-5%	1.2%	5%	0	-4	8%
Cc1cccc(N(C(=O)c2cnc3n(c2=O)CCS3)C2CCCCC2)c1	-7%	-2%	9%[57.1 µM]	0%	-3.2%	2%	4	-7	-17%
O=C(/C=C/c1cccc([N+](=O)[O-])c1)OCC(=O)c1ccccc1	-12%	-4%	2%	1%	1.0%	4%	1	-1	-8%
CCC(=O)N1c2ccccc2CC1C(=O)NCCN1CCN(c2ccccc2F)CC1 (stereo not drawn)	2%	3%	-1%[57.1 µM]	-3%	-2.3%	25%	2	-6	-2%
COc1ccc(OCc2nnc3n2N=C(c2ccc(Br)cc2)CS3)cc1	-22%	0%	7%[57.1 µM]	-1%	1.5%	4%	1	-9	-1%
CC(C)N(CCO)Cc1nc(C(c2ccccc2)c2ccccc2)no1	-7%	-4%	15%[57.1 µM]	-2%	-2.3%	11%	12	-3	-20%
CC(C)(C)Nc1nc(-c2ccccn2)nc2ccccc12	-23%	5%	3%[2.29 µM]	-12%	0.0%	-7%	-7	-6	-1%
CCc1ccc2oc(C(=O)N3CCN(c4ccc(OC)cc4)CC3)cc(=O)c2c1	1%	4%	5%[57.1 µM]	-5%	1.6%	1%	-1	-6	0%
Fc1ccc(CNc2cc(-c3ccccc3)nc3nncn23)cc1	-8%	-2%	7%	-3%	1.1%	-10%	1	-1	2%
COC(=O)CN1C(=O)C(C)(C)c2cc(S(=O)(=O)Nc3ccc(C(C)C)cc3)ccc21	-10%	-2%	6%[57.1 µM]	0%	1.3%	-6%	2	1	3%
CC1(C)NC(=O)N(Cc2cc(=O)n3ccsc3n2)C1=O	1%	0%	-1%	-1%	7.6%	-4%	5	-13	0%
Cc1cc(N2CCN(C(=O)c3ccco3)CC2)n2ncc(-c3ccccc3)c2n1	-10%	-15%	50%	5%	4.9%	4%	2	0	-1%

SMILES	USP1-UAF1 inh	Vif-APOBEC3G blk	TrxR1 substrate	GRP78 ERSR act	RXFP1 agonist	mIDH1 inhibitor	PI4K2A inh	LDHA inh	Vif-A3F inh
NC(=O)c1ccccc1NC(=O)C1CCCO1 (stereo not drawn)	-15%	-6%	4%	0%	-0.6%	14%	20	-3	3%
CCOC(=O)N1CCN(C(=O)c2cc(OC)cc(OC)c2)CC1	-7%	-3%	12%	-1%	-1.9%	9%	-2	-3	-12%
O=C1COc2ccc(C(=O)COC(=O)Cc3c(F)cccc3Cl)cc2N1	-2%	-1%	-4%	-3%	-1.3%	3%	8	-6	?
Cc1ccc(C(=O)OCC(=O)Nc2ccc(C)c(S(=O)(=O)N3CCCCC3)c2)o1	?	0%	/	-5%	/	-4%	5	-7	0%
O=C1CC(C(=O)Nc2ccc(F)cc2)n2cnnc2N1 (stereo not drawn)	-11%	0%	-7%[57.1 µM]	-6%	2.9%	5%	2	-5	-1%
CN(CCc1ccccn1)S(=O)(=O)c1ccccc1F	-11%	0%	6%[57.1 µM]	-3%	-0.3%	12%	5	-3	-2%
CCC(Oc1ccccc1)C(=O)NC1CCSC1=O (stereo not drawn)	-9%	2%	6%[57.1 µM]	-6%	-0.3%	6%	-1	-1	-4%
CCOc1cc(/C=C\c2nc(O)c([N+](=O)[O-])c(=O)[nH]2)ccc1OC(C)C	-32%	-3%	-6%	4%	-2.5%	0%	-4	-5	-33%
Cc1c(C(=O)NCc2ccccc2Cl)sc2nc(-c3ccc(F)cc3)cn12	12%	-9%	1%[57.1 µM]	0%	0.7%	2%	1	-5	1%
CCOC(=O)c1c(NC(=O)c2ccc(S(=O)(=O)N(C)CC3CCCO3)cc2)sc2c1CC(C)(C)NC2(C)C (stereo not drawn)	-14%	2%	-2%	7%	0.1%	-6%	-2	-1	2%
Cc1ccc(C)c(NC(=O)[C@@H]2CCCN2S(=O)(=O)c2ccccc2F)c1	-13%	0%	0%	-5%	1.7%	-5%	4	-4	-10%
Cn1cnc(S(=O)(=O)N2CCC(C(=O)NCc3ccc(F)cc3)CC2)c1	-13%	3%	-5%[57.1 µM]	-2%	2.0%	18%	6	-11	-6%
CN(C)S(=O)(=O)c1ccc(C(=O)Nc2nc(-c3cc4ccccc4o3)cs2)cc1	-5%	3%	5%	-7%	1.6%	0%	-2	-7	2%
CCOC(=O)c1ccc(NC(=O)CC2C(=O)N(c3ccc(F)cc3)C(=O)N2Cc2ccc3c(c2)OCO3)cc1 (stereo not drawn)	-26%	0%	-4%	1%	-0.7%	17%	0	3	2%
C=C(C)CNC(=S)Nc1cccc2cnccc12	-8%	-3%	-22%[57.1 µM]	-4%	-0.7%	10%	-8	16	-5%
O=C(CSc1nc2nc3c(cc2c(=O)n1-c1ccccc1)CCCC3)Nc1cccc2ccccc12	-16%	1%	8%[57.1 µM]	-3%	1.0%	3%	?	0	-4%
CC1c2cc3c(cc2CCN1C(=O)c1ccc(C(F)(F)F)cc1)OCCCO3 (stereo not drawn)	-20%	-3%	-5%	3%	3.3%	5%	-4	3	-8%
CC(C)(CO)NCC(O)Cn1cc(C=O)c2ccccc21 (stereo not drawn)	1%	-1%	4%[57.1 µM]	-3%	1.2%	-3%	4	-8	1%
CC1(C)CC(=O)c2c(nc(SCC(=O)Nc3nsc(-c4ccccc4)n3)c(C#N)c2-c2ccccc2)C1	-12%	1%	-2%	-4%	0.8%	6%	-2	0	1%
CCOC(=O)Cc1csc(NC(=O)CSc2nnnn2-c2ccc(CC)cc2)n1	-5%	1%	11%[57.1 µM]	-6%	0.8%	0%	-3	-4	2%
CCCn1c(N)c(N(CCOC)C(=O)Cc2ccc(S(=O)(=O)N3CCOCC3)s2)c(=O)[nH]c1=O	-11%	0%	8%	-6%	2.0%	13%	-4	2	-1%

Single records (already shown). Screens in order: USP1-UAF1 inh, Vif-APOBEC3G blk, TrxR1 substrate, GRP78 ERSR act, RXFP1 agonist, mIDH1 inhibitor, PI4K2A inh, LDHA inh, Vif-A3F inh
CC1(C)CC(=O)c2c(nc(SCC(=O)Nc3nsc(-c4ccccc4)n3)c(C#N)c2-c2ccccc2)C1 as listed: -12%, 1%, -2%, -4%, 0.8%, 6%, -2, 0, 1%
NC(=O)c1ccccc1NC(=O)C1CCCO1 (stereo not drawn) as listed: -15%, -6%, 4%, 0%, -0.6%, 14%, 20, -3, 3%
